HT1080NT lethal: kills 2HG-producing HT-1080-NT fibrosarcoma cells. HT-1080-NT fibrosarcoma viability, CellTiter-Glo ATP luminescence, 48 h. Potency, µM (series often up to 46.1 µM), without a hit: at the highest dose activity, negative = less viability, hits mostly cytotoxic. hit rate 1.6% among 360,000. AID 686970;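 note: NT is the 2HG producing partner of a matched IDH1 knockdown line; potency is the fitted concentration of half-maximal effect; 0% = DMSO-treated cells and -100% = media-only wells without cells; nearly all actives have a fitted effect of over 55% in size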
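Compounds were tested in concentration-response format on HT-1080-NT cells for 48 hours at 37 degrees C. Cell viability came from CellTiter-Glo luminescence; curves were classified by r2, response magnitude and activity.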
IL1B secr inh: inflammasome signaling inhibition, IL-1 beta readout; THP-1 LPS/ATP IL-1B secretion, AlphaLISA, 16 h; hits give low values; activity change, % at 57.5 µM; hit rate 4.7% among 360,000; in the data active = activity change below about -50%; inconclusive = mostly about -30% to -49%; note: % is set by controls: 0 for no effect and ±100 for the full control effect
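THP-1 cells pretreated 1 hr with compounds (up to 57.5 uM final), then stimulated with LPS (250 ng/mL final) plus ATP (1.25 mM final); secreted IL-1B measured by AlphaLISA after 16 hr, decreased signal indicating inhibition.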
HepG2 tox: HepG2 cytotoxicity, counter-screen for TGF-b inhibitors | hit rate 0.76% among 410,000 | Potency, µM (series often up to 46.1 µM), inactives show at the highest dose activity change, negative = cytotoxicity, actives largely listed as cytotoxic | HepG2 CAGA-GFP viability, ATP luminescence, 18 h | AID 588856; note: potency is the fitted concentration of half-maximal effect; some results filed as inactive show a strong effect at the top dose
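CellTiter-Glo luminescence gave cytotoxicity after 18 hours at 37 degrees C. The cells were HepG2 CAGA-GFP in 1% FBS DMEM, stimulated with 500 pg/mL TGF-beta after compound addition. %Activity was normalised to no-cell wells (complete cell-killing) and DMSO (no toxicity), and curves were fitted and classified.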
HT1080 IDH1KD tx: HT-1080 IDH1 knockdown cell toxicity (counter line) | Potency, µM (highest dose often 46.1 µM), for the others: at the top dose activity, negative = toxicity, actives largely listed as cytotoxic | hit rate 2% among 360,000 | AID 686971 | HT-1080 IDH1 knockdown viability, ATP luminescence, 48 h;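 note: potency is the fitted concentration of half-maximal effect; 0% = DMSO wells and -100% = cell-free medium wells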
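In this qHTS, HT-1080 cells depleted of IDH1 are exposed for 48 h at 37 °C to compound titrations. Toxicity is scored from CellTiter-Glo luminescence, with DMSO as full viability and medium alone as none.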
MCF10A rerep: inducers of DNA re-replication in MCF 10A breast cells. Potency, µM (titrated, usually from 46.1 µM), inactives show at the top dose activity, positive = re-replication, usual class: activators. MCF 10A DNA re-replication, Hoechst nuclear intensity, 48 h. hit rate 2.9% among 350,000; note: potency is the fitted concentration of half-maximal effect; % of control where 0% means no effect; nearly all actives have a fitted effect of over 50% in size
KB-3-1 cytotox: kills parental KB-3-1 adenocarcinoma cells; Potency, µM (series often up to 46.1 µM), for inactives: at the highest dose activity change, negative = cytotoxic, hits mostly cytotoxic; KB-3-1 viability, CellTiter-Glo ATP luminescence, 72 h; hit rate 1.4% among 400,000; AID 1347075; note: potency is the fitted concentration of half-maximal effect; % is set by controls: 0 for no effect and ±100 for the full control effect; nearly all actives have a fitted effect of over 60% in size
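72 h, 37 °C compound treatment of KB-3-1 parental cells; CellTiter-Glo added, 10 min, luminescence read. Data corrected against DMSO-only plates and normalized before curve fitting.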
SW480 rereplic: inducers of DNA re-replication in SW480 colon cancer cells. SW480 DNA re-replication, Hoechst DNA content imaging, 48 h. Potency, µM (titrated, usually from 46.1 µM), for the others: at the highest dose re-replication activation, usual class: activators. hit rate 1.8% among 340,000. AID 624297; note: potency is the fitted concentration of half-maximal effect; % of control where 0% means no effect; nearly all actives have a fitted effect of over 55% in size
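Treated cells incubate 48 hr (37 C, 5% CO2), are stained 40 min with Hoechst, and nuclear fluorescence is enumerated; a rise in nuclei with high DNA signal marks re-replication.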
ATXN2 expr inh: reduces ATXN2 reporter expression in HEK-293 cells; AID 1745845; HEK-293 ATXN2-luciferase reporter, luminescence, 24 h; Potency, µM (top dose mostly 57 µM), without a hit: at the top dose activity change, negative = inhibition, actives largely listed as inhibitors; hit rate 0.72% among 360,000; note: potency is the fitted concentration of half-maximal effect; % is set by controls: 0 for no effect and ±100 for the full control effect; nearly all actives have a fitted effect of over 55% in size
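qHTS (up to 57 uM final) was run with 24 h compound exposure of reporter cells at 37 °C. Each well was multiplexed: SteadyGlo luminescence measured ATXN2-luciferase expression after a fluorogenic Gly-Phe-AFC viability readout (25 uM final).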
ATXN viability: reduces viability in counter-screen for ATXN expression inhibitors. Potency, µM (doses to about 56.7 µM), hits mostly cytotoxic. hit rate 0.49% among 400,000. S2 cells (HEK-293 line with an ATXN2-luciferase reporter) viability, CellTiter-Fluor protease fluorescence, 24 h. AID 651635; note: potency is the fitted concentration of half-maximal effect; nearly all actives have a fitted effect of over 40% in size
* hit, by the source's call; [ ] = another dose, or the depositor's remark. Unless noted, calls come from the whole dose curve; as a rule, active = well fitted curve in the direction sought with a large enough effect; inconclusive = small, poorly fitted or top-dose-only effect, or another doubt; inactive = no such curve, though single readings can be large; an effect the other way counts as inactive or inconclusive. Compounds as they come. Share with any hit: about 8.9%.

How did CC(=O)N1CCOc2ccc(S(=O)(=O)N3CC(C)CC(C)C3)cc21 (stereo unspecified) do in these assays?
HT1080NT lethal: -5.6%; IL1B secr inh: 15.2; HepG2 tox: -32.0%; HT1080 IDH1KD tx: -0.2%; MCF10A rerep: 0.4%; KB-3-1 cytotox: -8.7%; SW480 rereplic: inconclusive; ATXN2 expr inh: -21.1%; ATXN viability: inactive

Results for CCOC(=O)[C@H]1[C@H]2COc3ccccc3[C@@H]2N2C(=O)CN(Cc3ccccc3)C(=O)[C@@]12C ?
HT1080NT lethal: 10.4%; IL1B secr inh: 28.2; HepG2 tox: 7.3%; HT1080 IDH1KD tx: 5.4%; MCF10A rerep: inconclusive; KB-3-1 cytotox: 7.4%; SW480 rereplic: inconclusive; ATXN2 expr inh: 10.4%; ATXN viability: inactive

How did Cc1nn(C)cc1C(=O)NNC(=S)Nc1ccccc1 do in these assays?
HT1080NT lethal: 4.5%; IL1B secr inh: 1.5; HepG2 tox: -6.1%; HT1080 IDH1KD tx: -0.4%; MCF10A rerep: 2.5%; KB-3-1 cytotox: 5.6%; SW480 rereplic: -0.4%; ATXN2 expr inh: 25.4%; ATXN viability: inactive

How did NC(=O)C1Cc2ccccc2CN1C(=O)c1cccc(Oc2ccccc2)c1 (stereo unspecified) do in these assays?
HT1080NT lethal: -16.2%; IL1B secr inh: -12.9; HepG2 tox: -44.5%; HT1080 IDH1KD tx: -20.2%; MCF10A rerep: -1.1%; KB-3-1 cytotox: -4.7%; SW480 rereplic: 13.1%; ATXN2 expr inh: -13.7%; ATXN viability: inconclusive

Results for Cc1cccc(NC(=O)c2cccc([N+](=O)[O-])c2O)c1C ?
HT1080NT lethal: inconclusive; IL1B secr inh: 4.7; HepG2 tox: -46.2%; HT1080 IDH1KD tx: inconclusive; MCF10A rerep: inconclusive; KB-3-1 cytotox: inconclusive; SW480 rereplic: -5.4%; ATXN2 expr inh: inconclusive; ATXN viability: inconclusive

What do the screens show for `O=C(Cc1ccc(Cl)cc1)Nc1ccccc1C(=O)N1CCCC1`?
HT1080NT lethal: -3.7%; IL1B secr inh: 0.0; HepG2 tox: -10.7%; HT1080 IDH1KD tx: -0.4%; MCF10A rerep: -2.5%; KB-3-1 cytotox: 12.2%; SW480 rereplic: -2.8%; ATXN2 expr inh: -17.4%; ATXN viability: inactive

Results for O=C(CN1C(=O)/C(=C\c2ccc(F)cc2)Oc2ccccc21)N1CCN(c2ccccn2)CC1 ?
HT1080NT lethal: 4.4%; IL1B secr inh: 15.7; HepG2 tox: -28.2%; HT1080 IDH1KD tx: 0.6%; MCF10A rerep: 0.5%; KB-3-1 cytotox: 0.0%; SW480 rereplic: -3.3%; ATXN2 expr inh: -16.9%; ATXN viability: inactive

What do the screens show for `COC(=O)c1ccccc1NC(=O)CCC(=O)N1CC(C)Oc2ccc(C)cc21` (stereo unspecified)?
HT1080NT lethal: 10.1%; IL1B secr inh: 9.3; HepG2 tox: -2.1%; HT1080 IDH1KD tx: 1.1%; MCF10A rerep: -4.3%; KB-3-1 cytotox: 1.1%; SW480 rereplic: -9.9%; ATXN2 expr inh: -3.5%; ATXN viability: inactive

What do the screens show for `O=C(CSc1nnc(CNC(=O)C23CC4CC(CC(C4)C2)C3)n1-c1ccc(F)cc1)Nc1ccccc1`?
HT1080NT lethal: -21.4%; IL1B secr inh: -28.2; HepG2 tox: 5.4%; HT1080 IDH1KD tx: -26.9%; MCF10A rerep: 13.3%; KB-3-1 cytotox: -10.7%; SW480 rereplic: 4.0%; ATXN2 expr inh: 14.4%; ATXN viability: inactive

How did COCCNC(=O)C(NC(=O)C1CCCCC1)C(C)C (stereo unspecified) do in these assays?
HT1080NT lethal: 8.7%; IL1B secr inh: 13.7; HepG2 tox: -29.8%; HT1080 IDH1KD tx: 5.3%; MCF10A rerep: 0.2%; KB-3-1 cytotox: -3.4%; SW480 rereplic: -6.0%; ATXN2 expr inh: 6.1%; ATXN viability: inactive

How did O=C(COC(=O)[C@H](Cc1ccccc1)NC(=O)c1cccs1)NC1CC1 do in these assays?
HT1080NT lethal: -0.8%; IL1B secr inh: 12.0; HepG2 tox: 4.6%; HT1080 IDH1KD tx: 3.1%; MCF10A rerep: -1.7%; KB-3-1 cytotox: 14.9%; SW480 rereplic: -2.1%; ATXN2 expr inh: -5.7%; ATXN viability: inactive

Results for Cc1ccc(-n2c(SCC(=O)N/N=C/c3ccccc3C(=O)O)nnc2-c2ccccc2)cc1 ?
HT1080NT lethal: 1.0%; IL1B secr inh: -4.1; HepG2 tox: -2.3%; HT1080 IDH1KD tx: 13.6%; MCF10A rerep: -5.0%; KB-3-1 cytotox: -1.7%; SW480 rereplic: inconclusive; ATXN2 expr inh: 13.5%; ATXN viability: inactive

Results for COc1ccc(N(C(C)C(=O)N/N=C/c2ccc(OC(C)C)cc2)S(C)(=O)=O)cc1 (stereo unspecified) ?
HT1080NT lethal: 7.5%; IL1B secr inh: 3.9; HepG2 tox: 1.1%; HT1080 IDH1KD tx: 6.9%; MCF10A rerep: 0.0%; KB-3-1 cytotox: 20.3%; SW480 rereplic: inconclusive; ATXN2 expr inh: 9.5%; ATXN viability: inactive

What do the screens show for `Cc1nc(-c2ccc(F)cc2)sc1CCNC(=O)c1ccc(C(C)(C)C)cc1`?
HepG2 tox: -25.1%; KB-3-1 cytotox: -15.2%; ATXN2 expr inh: 0.0%; ATXN viability: inconclusive

How did Cc1cccc2nc(-c3cccnc3)c(Nc3ccccc3)n12 do in these assays?
HT1080NT lethal: -5.1%; IL1B secr inh: inconclusive; HepG2 tox: -40.6%; HT1080 IDH1KD tx: -7.4%; MCF10A rerep: -7.6%; KB-3-1 cytotox: inconclusive; SW480 rereplic: 3.3%; ATXN2 expr inh: inconclusive; ATXN viability: inconclusive

Reprinted from above, 2 compounds:
What do the screens show for `Cc1nc(-c2ccc(F)cc2)sc1CCNC(=O)c1ccc(C(C)(C)C)cc1`?
HepG2 tox: -25.1%; KB-3-1 cytotox: -15.2%; ATXN2 expr inh: 0.0%; ATXN viability: inconclusive

How did Cc1cccc2nc(-c3cccnc3)c(Nc3ccccc3)n12 do in these assays?
HT1080NT lethal: -5.1%; IL1B secr inh: inconclusive; HepG2 tox: -40.6%; HT1080 IDH1KD tx: -7.4%; MCF10A rerep: -7.6%; KB-3-1 cytotox: inconclusive; SW480 rereplic: 3.3%; ATXN2 expr inh: inconclusive; ATXN viability: inconclusive

Next section.
Results for O=C(NCCc1cnc[nH]1)c1ccc(-c2ccccc2)cc1 ?
HT1080NT lethal: -6.2%; IL1B secr inh: -54.5*; HepG2 tox: -32.1%; HT1080 IDH1KD tx: -10.9%; MCF10A rerep: inconclusive; KB-3-1 cytotox: 0.0%; SW480 rereplic: -21.8%; ATXN2 expr inh: -19.4%; ATXN viability: inactive

What do the screens show for `Cc1cc2ncn(S(=O)(=O)N3CCCCC3)c2cc1C`?
HT1080NT lethal: inconclusive; IL1B secr inh: inconclusive; HepG2 tox: -31.1%; HT1080 IDH1KD tx: -15.4%[9.24 µM]; MCF10A rerep: 13.7%; KB-3-1 cytotox: 3.0%; SW480 rereplic: -2.1%; ATXN2 expr inh: -0.2%; ATXN viability: inactive

What do the screens show for `O=c1c2c3c(sc2ncn1/N=C/c1cccnc1)CCCC3`?
HT1080NT lethal: -13.9%; IL1B secr inh: -15.8; HepG2 tox: -8.3%; HT1080 IDH1KD tx: -0.7%; MCF10A rerep: 4.8%; KB-3-1 cytotox: -0.7%; SW480 rereplic: -1.5%; ATXN2 expr inh: 27.5%; ATXN viability: inactive

What do the screens show for `Cc1cc(C)nc(SCc2nnc(SCC#N)n2-c2cccc(Cl)c2)n1`?
HT1080NT lethal: 7.5%; IL1B secr inh: -4.5; HepG2 tox: 2.3%; HT1080 IDH1KD tx: 2.0%; MCF10A rerep: -3.1%; KB-3-1 cytotox: -2.0%; SW480 rereplic: -0.7%; ATXN2 expr inh: 3.8%; ATXN viability: inactive

What do the screens show for `O=C(c1nc2ccccn2c1CNCCCn1cccn1)N1CCCC1`?
HT1080NT lethal: -4.7%; IL1B secr inh: 15.0; HepG2 tox: -0.8%; HT1080 IDH1KD tx: 6.9%; MCF10A rerep: -3.2%; KB-3-1 cytotox: 7.6%; SW480 rereplic: -6.6%; ATXN viability: inactive

What do the screens show for `COc1cc(CNc2ccc3c(c2)OCCO3)ccc1OCC(N)=O`?
HT1080NT lethal: 5.1%; IL1B secr inh: -4.6; HepG2 tox: -13.3%; HT1080 IDH1KD tx: 2.0%; MCF10A rerep: 3.7%; KB-3-1 cytotox: 2.3%; SW480 rereplic: -4.6%; ATXN2 expr inh: -2.1%; ATXN viability: inactive

Results for CCOC(=O)CC(NC(=O)c1cc2cc(OC)ccc2oc1=O)c1ccc(OC)cc1 (stereo unspecified) ?
HepG2 tox: -5.0%; KB-3-1 cytotox: 6.9%; ATXN2 expr inh: 2.0%; ATXN viability: inactive

What do the screens show for `Cc1cc(C)c2nc(N(CCN(C)C)C(=O)c3ccc4ccccc4c3)sc2c1`?
HT1080NT lethal: inconclusive; IL1B secr inh: 0.0; HepG2 tox: -45.9%; HT1080 IDH1KD tx: inconclusive; MCF10A rerep: -3.2%; KB-3-1 cytotox: -6.6%; SW480 rereplic: -27.7%; ATXN2 expr inh: -23.6%; ATXN viability: inactive

How did Cc1cccc(-c2cc3nc(C)cc(N4CC(C)CC(C)C4)n3n2)c1 (stereo unspecified) do in these assays?
HT1080NT lethal: 9.5%; IL1B secr inh: 39.3; HepG2 tox: 0.1%; HT1080 IDH1KD tx: 14.1%; MCF10A rerep: inconclusive; KB-3-1 cytotox: -18.9%; SW480 rereplic: -3.0%; ATXN2 expr inh: -28.8%; ATXN viability: inactive

How did Cc1ccccc1/C=C/c1cccc[n+]1C do in these assays?
HT1080NT lethal: inconclusive; IL1B secr inh: -11.8; HepG2 tox: -48.8%; HT1080 IDH1KD tx: inconclusive; MCF10A rerep: -1.0%; KB-3-1 cytotox: inconclusive; SW480 rereplic: inconclusive

Screening results from PubChem BioAssay.
